PriA SSB inh – K. pneumoniae PriA-SSBct interaction inhibition; AlphaScreen SSBct-PriA binding, biotinylated peptide; inhibition, % at 33 µM; actives 0.6% (n = 430,000); AID 1272365; in the data active = inhibition mostly above about 37%, no sharp cut-off; inactive = mostly below about 20%;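 also: plate controls were negative control peptide for no effect and reference peptide for full effect; strong numbers were not always called active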
FBA Mtb inh – inhibits M. tuberculosis FBA enzyme; actives 2.3% (n = 360,000); inhibition, % at 1 µM; P9WQA3; purified M. tuberculosis FBA, fluorescence read-out; in the data active = inhibition above about 27%;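 also: 0% = vehicle and 100% = reference inhibitor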
Target sequence (P9WQA3 whole entry, looked up): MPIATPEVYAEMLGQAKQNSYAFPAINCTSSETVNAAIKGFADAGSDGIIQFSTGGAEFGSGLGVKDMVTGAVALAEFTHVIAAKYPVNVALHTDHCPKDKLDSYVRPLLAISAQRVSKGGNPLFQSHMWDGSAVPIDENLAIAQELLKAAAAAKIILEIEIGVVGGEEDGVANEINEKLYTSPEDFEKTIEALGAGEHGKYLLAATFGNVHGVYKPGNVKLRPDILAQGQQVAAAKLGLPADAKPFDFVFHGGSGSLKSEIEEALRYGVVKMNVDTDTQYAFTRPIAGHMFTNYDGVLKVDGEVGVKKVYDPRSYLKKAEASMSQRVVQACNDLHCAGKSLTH
SARS 3CLpro inh – SARS-CoV 3CLpro protease inhibition. AID 1706. inhibition, % at 6 µM. recombinant SARS-CoV 3CLpro, quenched FRET peptide cleavage. P0C6X7. actives 0.14% (n = 290,000); in the data active = inhibition above about 12%
GDH-TPI counter – counter-screen for M. tuberculosis FBA inhibitors: GDH-TPI coupled enzymes | inhibition, % at 4.8 µM | actives 1.2% (n = 360,000) | GDH-TPI coupled enzyme counterscreen, NADH absorbance; in the data active = inhibition above about 30%;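 also: 0% = DMSO wells and 100% = wells lacking the enzyme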
Mtb BioA inh – inhibitors of Mycobacterium tuberculosis BioA enzyme; inhibition, % at 9.99 µM; purified M. tuberculosis BioA enzyme, plate reader; AID 602481; actives 0.096% (n = 360,000); in the data active = inhibition above about 40%
Rv3671c protease – inhibitors of M. tuberculosis serine protease Rv3671c | actives 0.048% (n = 320,000) | inhibition, % at 5.96 µM | P9WHR9 | AID 2606; in the data active = inhibition above about 38%;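 also: extracellular domain of Rv3671c used as enzyme; 0% = enzyme with DMSO and 100% = no enzyme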
Target sequence (P9WHR9 whole entry, looked up, the tested form may be a part): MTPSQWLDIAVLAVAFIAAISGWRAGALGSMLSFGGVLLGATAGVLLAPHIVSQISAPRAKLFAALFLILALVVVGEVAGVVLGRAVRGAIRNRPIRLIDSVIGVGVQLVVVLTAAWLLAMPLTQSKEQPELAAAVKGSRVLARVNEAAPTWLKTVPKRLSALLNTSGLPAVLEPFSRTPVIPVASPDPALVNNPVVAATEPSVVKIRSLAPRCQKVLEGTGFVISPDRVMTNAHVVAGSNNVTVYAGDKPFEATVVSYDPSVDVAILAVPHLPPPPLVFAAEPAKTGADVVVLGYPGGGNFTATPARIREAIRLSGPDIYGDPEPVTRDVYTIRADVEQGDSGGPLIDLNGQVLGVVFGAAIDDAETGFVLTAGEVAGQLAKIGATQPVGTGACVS
Vc quorum ag – induces V. cholerae light production without autoinducers | V. cholerae BH1578 lux reporter, luminescence, 6 h | activation, % at 18.7 µM | actives 0.16% (n = 350,000) | AID 588436; in the data active = activation mostly above about 9.7%, no sharp cut-off; also: not every result past the cut was called active; inactives centre near 0; reference of the scale not given here
VHR inh abs – DUSP3 (human) phosphatase inhibition. actives 0.52% (n = 290,000). inhibition, % at 13.3 µM. P51452. recombinant VHR phosphatase, pNPP absorbance. AID 1654; in the data active = inhibition above about 50%; also: some compounds called inactive have numbers as strong as hits
Target sequence (P51452 whole entry, looked up): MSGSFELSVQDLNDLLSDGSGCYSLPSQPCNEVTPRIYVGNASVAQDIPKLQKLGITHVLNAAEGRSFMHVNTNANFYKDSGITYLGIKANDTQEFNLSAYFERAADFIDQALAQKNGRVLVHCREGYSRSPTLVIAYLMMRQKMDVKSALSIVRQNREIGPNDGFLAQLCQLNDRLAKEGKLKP
UGM FP inh – blocks M. tuberculosis UGM enzyme | actives 0.06% (n = 320,000) | purified UGM, fluorescence polarization probe displacement | P9WIQ1 | inhibition, % at 10 µM; in the data active = inhibition above about 10%, passing the limit was not always enough
MazEF act – MazEF (E. coli) toxin RNase activation | activation, % at 20 µM | actives 0.32% (n = 350,000) | FAM/BHQ RNA-DNA oligo cleavage fluorescence, 5 h | P0AE70; in the data active = activation above about 50%
Target sequence (P0AE70 whole entry, looked up): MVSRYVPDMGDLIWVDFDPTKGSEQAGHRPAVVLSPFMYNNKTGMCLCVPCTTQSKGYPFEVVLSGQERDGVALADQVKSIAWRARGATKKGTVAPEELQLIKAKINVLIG
* hit, by the source's call; i = inactive; nt = not tested or not shown.

SMILES	PriA SSB inh	FBA Mtb inh	SARS 3CLpro inh	GDH-TPI counter	Mtb BioA inh	Rv3671c protease	Vc quorum ag	VHR inh abs	UGM FP inh	MazEF act
Cn1c(CSc2ncccn2)nnc1SCC(=O)N1CCCCCC1	-2	2	2	6	1.5	0	-0.9	25	0.5	4
O=C(COC(=O)c1ccc(Cl)nc1)c1ccc2c(c1)OCCO2	7	0	-1	3	nt	-3	i	37	3.1	-27
CC1=CC(C)(C)N2C(=O)C3(SCC(=O)N3c3ccc(F)cc3)c3cc(C)cc1c32 (centres undefined)	3	5	-1	19	-2.0	-1	-1.0	19	1.4	-15
O=C(NCc1ccccc1)c1ccc(Br)cc1Br	-9	-1	-2	17	nt	3	i	1	1.0	-1
CN(CC(=O)Nc1ccccc1F)S(=O)(=O)c1ccc2c(c1)n(C)c(=O)c(=O)n2C	-1	3	-1	4	nt	8	-0.5	21	0.7	10
Cc1ccc(/C=C/C(=O)Nc2cc(S(=O)(=O)N3CCCCCC3)ccc2OCC(F)(F)F)o1	2	3	-3	7	nt	-6	-4.2	-6	-0.1	6
CC(NC(=S)Nc1ccc(OC(F)F)cc1)c1ccc(F)cc1 (centres undefined)	-14	-3	7	-2	nt	-1	1.7	24	-0.1	3
CNc1cncc(-c2cc(OC)ccc2OC)n1	nt	1	nt	26	-1.0	nt	0.9	nt	nt	nt
Clc1ccc(Cn2cc(/C=N/n3cnnc3)c3ccccc32)cc1	nt	-2	3	27	9.6	9	i	19	-3.4	14
COCc1nc(-c2ccc(-c3ccccc3)nc2OC)no1	-57	4	2	12	2.5	-2	-1.6	12	-1.4	0
CC1(C(=O)NCc2ccc(Cl)cc2)CCN1C(=O)Cc1cccc2ccccc12 (centres undefined)	nt	2	nt	0	0.8	nt	-0.4	nt	nt	nt
CC(=O)Nc1ccc(CN(C)c2c(C)nc3ccc(C(=O)NC4CCN(Cc5ccccc5)CC4)cn23)cc1	nt	-2	nt	-2	-1.7	nt	-3.0	nt	nt	nt
CC(=O)Nc1ccc(NC(=O)CSc2nccn2Cc2ccco2)cc1	14	-5	0	-3	-1.3	0	0.3	0	2.5	-1
CCCOc1ccc(C(=O)NCCC(=O)NCCCC(=O)O)cc1	1	-4	1	4	-1.5	-1	-0.4	10	1.7	-7
COc1ccc(C(=O)c2coc3c2C(=O)C(=O)c2ccccc2-3)cc1	18	2	0	-1	-1.3	-7	-0.6	17	-0.3	5
CCOC(=O)/C(C#N)=C/c1c(Oc2cccc(C)c2)nc2c(C)cccn2c1=O	-2	0	3	-5	-2.1	4	-0.4	-4	2.0	3
COc1ccc(CN(C)S(=O)(=O)c2nnc(NC(=O)c3cccc(F)c3)s2)cc1	-2	9	9	13	-1.9	1	-0.3	-20	-0.3	0
O=C(Nc1ncccc1Cl)c1ccc2c(c1)OCCO2	2	3	5	-8	4.8	-6	i	8	2.2	6
COc1ccc(N2C(=O)CC(N3CCCC4CCCCC43)C2=O)cc1 (centres undefined)	-6	0	-4	0	-1.6	-6	nt	-11	1.5	-2
COc1cccc(-c2nc(CS(=O)(=O)CC(=O)NCCCN3CCc4ccccc4C3)c(C)o2)c1	13	4	0	-4	1.0	-10	nt	-4	-0.3	-9
Cc1cc(C)c2c(NC(=S)NC(=O)c3ccccc3)nn(C)c2n1	-9	0	5	11	nt	11	-1.4	21	1.4	-1
CC1CN(C(=O)Nc2ccccc2)c2ccccc2-[n+]2ccsc21 (centres undefined)	20	3	10	4	nt	1	1.7	-14	nt	6
FC(F)C(F)(F)Oc1cccc(Nc2nccn3c(-c4cccc5cccnc45)cnc23)c1	nt	6	nt	5	-1.3	nt	i	nt	nt	nt
Cc1cc(C)cc(C(=O)NC(CC(N)=O)c2ccc(NC3CCCCC3)c([N+](=O)[O-])c2)c1 (centres undefined)	-3	3	nt	12	-2.6	2	0.8	3	-1.7	-6
O=C(CCn1nnc2ccccc2c1=O)N[C@@H](Cc1ccccc1)C(=O)O	-15	0	-1	7	-1.3	2	-1.0	40	1.6	9
COc1ccccc1/C=N/NC(=O)c1csc(C)c1C	nt	2	3	17	0.2	2	-0.6	-5	nt	2
c1ccc(C2=Nn3c(nnc3-c3ccncc3)SC2)cc1	-4	2	-3	0	0.4	4	i	19	0.9	10
COC(=O)[C@H]1C[C@H](OC(=O)NCc2ccc(OC)c(OC)c2)[C@@]2(O)CN(S(=O)(=O)c3ccc(C)cc3)CC2[C@H]1C(=O)OC (some centres undefined)	nt	1	nt	-2	-1.1	nt	-0.2	nt	nt	4
CCCCn1c(N)c(N(Cc2ccccc2OC)C(=O)C(C)Oc2ccc(F)cc2)c(=O)[nH]c1=O (centres undefined)	-14	2	nt	-2	nt	-3	-0.6	nt	-1.1	7
C=CCn1c(C)cc(C(=O)COC(=O)C2CC(=O)N(Cc3ccccc3)C2)c1C (centres undefined)	-22	3	0	10	-0.9	-3	i	-10	-4.7	5

Arranged by count of non-hydrogen atoms (low to high): 3 of the compounds above
SMILES	PriA SSB inh	FBA Mtb inh	SARS 3CLpro inh	GDH-TPI counter	Mtb BioA inh	Rv3671c protease	Vc quorum ag	VHR inh abs	UGM FP inh	MazEF act
Cc1cc(C)c2c(NC(=S)NC(=O)c3ccccc3)nn(C)c2n1	-9	0	5	11	nt	11	-1.4	21	1.4	-1
CCCCn1c(N)c(N(Cc2ccccc2OC)C(=O)C(C)Oc2ccc(F)cc2)c(=O)[nH]c1=O (centres undefined)	-14	2	nt	-2	nt	-3	-0.6	nt	-1.1	7
COC(=O)[C@H]1C[C@H](OC(=O)NCc2ccc(OC)c(OC)c2)[C@@]2(O)CN(S(=O)(=O)c3ccc(C)cc3)CC2[C@H]1C(=O)OC (some centres undefined)	nt	1	nt	-2	-1.1	nt	-0.2	nt	nt	4

Structural class: the compounds so far with a COOH group.
SMILES	PriA SSB inh	FBA Mtb inh	SARS 3CLpro inh	GDH-TPI counter	Mtb BioA inh	Rv3671c protease	Vc quorum ag	VHR inh abs	UGM FP inh	MazEF act
CCCOc1ccc(C(=O)NCCC(=O)NCCCC(=O)O)cc1	1	-4	1	4	-1.5	-1	-0.4	10	1.7	-7
O=C(CCn1nnc2ccccc2c1=O)N[C@@H](Cc1ccccc1)C(=O)O	-15	0	-1	7	-1.3	2	-1.0	40	1.6	9

(continued)
SMILES	PriA SSB inh	FBA Mtb inh	SARS 3CLpro inh	GDH-TPI counter	Mtb BioA inh	Rv3671c protease	Vc quorum ag	VHR inh abs	UGM FP inh	MazEF act
COc1ccc(/C=C/C(=O)c2ccc[nH]2)c(OC)c1OC	6	0	-4	26	0.6	1	-0.6	8	-4.4	0
Cc1ccc2c(c1)NC(=O)C(CC(=O)NCCCN1CCCC1=O)O2 (centres undefined)	-3	6	-1	5	-1.3	2	-0.2	42	-2.3	12
COc1ccc(C2/C(=C(/O)c3ccc(C)cc3)C(=O)C(=O)N2CC2CCCO2)cc1OC (centres undefined)	nt	1	-1	10	-0.2	-3	i	22	1.7	6
CC1CCc2onc(C(=O)O)c2C1 (centres undefined)	-7	-1	1	-8	nt	1	-0.1	26	1.1	8
CCC1Sc2ccccc2N(CC(=O)NCCC2=CCCCC2)C1=O (centres undefined)	-33	-1	-1	0	nt	-7	i	23	-4.1	-8
CC(C)CCN1C(=O)c2ccc(C(=O)Nc3cccc(S(N)(=O)=O)c3)cc2C1=O	2	1	0	8	nt	4	-0.7	4	-0.8	13
CCOc1ccc(-n2c([S-])c(C(=O)Nc3ccc(S(=O)(=O)N4CCOCC4)cc3)[n+]3cc(C(N)=O)ccc23)cc1	-6	10	3	39*	nt	-20	-0.4	8	-2.0	-20
CN(Cc1ccc(Cl)c(Cl)c1)C(=O)c1ccccc1SCC(=O)N1CCCC1	-2	2	nt	9	nt	nt	2.6	nt	nt	3
Cc1n[nH]c(=O)n1-c1ccc(C(C)C)cc1	-16	1	4	5	nt	2	-0.4	2	2.8	2
COc1cccc(NC(=O)CCSc2nnc3scc(-c4ccccc4)n23)c1	-3	1	-6	12	-1.6	-9	i	49	0.6	19
O=C(CC(C(=O)N1CCc2ccccc21)n1ccnc1)NCC1CCCO1 (centres undefined)	-30	2	5	1	0.7	-7	i	-19	2.7	7
CCn1c(SCC(=O)N2CCN(c3ccccc3)CC2)nc2c([nH]c3ccccc32)c1=O	-5	0	0	8	-0.8	-7	i	2	1.5	-14
COc1ccc(CC(=O)NCCc2ccc(S(N)(=O)=O)cc2)cc1	-14	2	8	2	0.3	-6	1.4	16	-2.6	4
C/C(=N\Nc1ccccc1)c1cc2ccccc2oc1=O	nt	65*	3	11	nt	-2	-0.2	-8	-0.5	0
NC(=S)N/N=C/c1ccc(-c2ccc(Cl)c(Cl)c2)o1	nt	4	4	14	-2.8	-8	i	35	-0.2	5
COC(=O)c1ccc2c(=O)n(CCN3CCOCC3)c(SCC(=O)C(C)(C)C)nc2c1	-29	0	-3	0	0.6	3	-0.6	21	-0.2	5
COc1cc(C(=O)NCCc2cc3c(OC)ccc(OC)c3[nH]c2=O)cc(OC)c1OC	-14	2	-2	2	nt	-12	i	23	0.8	2
CCOc1ccc(Nc2oc(-c3ccco3)nc2C#N)cc1	26	4	3	16	-2.4	7	-0.2	10	-4.2	-1
CCOC(=O)c1c(C)n(C)c2c1cc(OC(C)=O)c1ccccc12	4	-1	1	0	-2.0	2	-0.4	16	-0.1	0
COc1ccc(NC(=O)c2ccc(NS(=O)(=O)c3c(C)noc3C)cc2)cc1OC	-6	0	-4	6	-2.8	4	-9.8	29	-2.1	4

Brought forward from above: four compounds, then new ones.
SMILES	PriA SSB inh	FBA Mtb inh	SARS 3CLpro inh	GDH-TPI counter	Mtb BioA inh	Rv3671c protease	Vc quorum ag	VHR inh abs	UGM FP inh	MazEF act
COc1cc(C(=O)NCCc2cc3c(OC)ccc(OC)c3[nH]c2=O)cc(OC)c1OC	-14	2	-2	2	nt	-12	i	23	0.8	2
CCOc1ccc(Nc2oc(-c3ccco3)nc2C#N)cc1	26	4	3	16	-2.4	7	-0.2	10	-4.2	-1
CCOC(=O)c1c(C)n(C)c2c1cc(OC(C)=O)c1ccccc12	4	-1	1	0	-2.0	2	-0.4	16	-0.1	0
COc1ccc(NC(=O)c2ccc(NS(=O)(=O)c3c(C)noc3C)cc2)cc1OC	-6	0	-4	6	-2.8	4	-9.8	29	-2.1	4
Cc1cccc(C(C)(C)C)c1OCCN1CCCC1	14	4	0	5	-1.5	10	-0.6	1	-0.6	3
CC(=O)c1ccc(OC(C)C)c(CSC(=N)N)c1	-17	-1	4	-2	nt	2	i	27	3.2	9
CC(=O)Nc1ccc(S(=O)(=O)NCc2nc(-c3ccccc3)no2)cc1	2	-3	1	-9	-1.3	-2	-0.3	36	0.9	5
CCc1cccc(NS(=O)(=O)c2cccc3cccnc23)c1	0	0	4	8	nt	6	i	9	-1.8	5
O=C(Nc1ccc2c(c1)OCO2)Oc1ccccc1	0	1	-3	5	nt	2	-0.4	-3	0.3	7
C=CCn1c(NC(=O)c2ccc(Br)o2)c(S(=O)(=O)c2ccccc2)c2nc3ccccc3nc21	1	50*	3	1	-0.8	-102	2.8	-4	1.7	-8
O=C(C(Cc1ccccc1)NS(=O)(=O)c1cccc2cccnc12)N1CCc2ccccc21 (centres undefined)	-13	4	4	7	-1.0	-1	-0.2	8	-1.9	4
COc1ccc(C(C)=O)cc1COC(=O)CNC(=O)c1ccc(F)cc1	-5	0	-4	5	nt	-4	i	-6	-0.5	-2
CC/C(=N\N1CCN(C)CC1)c1c(O)[nH]c(=O)[nH]c1=O	nt	-5	2	-1	-1.6	3	0.9	15	-2.7	-3
O=C(CSc1nncs1)NC(=O)NCc1ccco1	-7	0	7	-6	0.3	1	0.4	17	-3.7	-3

Copied from the list.
COC(=O)[C@H]1C[C@H](OC(=O)NCc2ccc(OC)c(OC)c2)[C@@]2(O)CN(S(=O)(=O)c3ccc(C)cc3)CC2[C@H]1C(=O)OC (some centres undefined) in Vc quorum ag is entered as -0.2
CN(CC(=O)Nc1ccccc1F)S(=O)(=O)c1ccc2c(c1)n(C)c(=O)c(=O)n2C in SARS 3CLpro inh is entered as -1

Compound activity as filed in PubChem.

This is a subset. The share of hits here may be higher or lower than overall.
